High-throughput results: PubChem, National Center for Advancing Translational Sciences (NCATS)
AmpC inh no detg = blocks E. coli AmpC beta-lactamase in detergent-free assay | Potency, µM (top dose mostly 57.1 µM), without a hit: top-dose activity change, negative = inhibition, usual class: inhibitors | P00811 | AmpC nitrocefin hydrolysis, absorbance 480 nm, 0.0001% Triton | actives 0.52% (n = 330,000);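 note: potency is the fitted concentration of half-maximal effect; plate controls were no compound for no effect and no enzyme for full effect; nearly all actives have a fitted effect of over 20% in size; some results filed as inactive show a strong effect at the top dose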
Target sequence (P00811 whole entry, looked up): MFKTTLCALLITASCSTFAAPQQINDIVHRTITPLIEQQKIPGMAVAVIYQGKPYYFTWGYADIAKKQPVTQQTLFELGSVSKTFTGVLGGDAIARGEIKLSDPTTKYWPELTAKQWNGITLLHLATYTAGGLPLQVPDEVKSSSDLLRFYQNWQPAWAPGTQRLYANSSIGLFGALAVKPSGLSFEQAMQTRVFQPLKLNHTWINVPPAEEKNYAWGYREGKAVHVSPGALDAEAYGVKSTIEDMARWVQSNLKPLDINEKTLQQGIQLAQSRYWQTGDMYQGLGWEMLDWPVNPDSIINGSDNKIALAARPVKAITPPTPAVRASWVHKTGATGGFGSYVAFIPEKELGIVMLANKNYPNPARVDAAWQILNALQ
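AmpC (5.3 nM in the dispensed reagent) in 20 mM phosphate pH 7.0 with 0.01% (detergent screen) or 0.0001% Triton X-100 was preincubated with compounds for 15 min at room temperature. Nitrocefin was then added from an 800 uM solution, and hydrolysis was followed at 480 nm.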
AmpC detergent = AmpC beta-lactamase inhibition with detergent present; P00811; AmpC hydrolysis of nitrocefin, absorbance 480 nm, 0.01% Triton; Potency, µM (titrated, usually from 114 µM), for the others: top-dose activity change, negative = inhibition, actives largely listed as inhibitors; actives 0.041% (n = 370,000);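 note: potency is the fitted concentration of half-maximal effect; 0% = no-compound wells and -100% = no-enzyme wells; nearly all actives have a fitted effect of over 25% in size; some results filed as inactive show a strong effect at the top dose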
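AmpC (5.3 nM in the dispensed reagent) in 20 mM phosphate pH 7.0 with 0.01% (detergent screen) or 0.0001% Triton X-100 was preincubated with compounds for 15 min at room temperature. Nitrocefin was then added from an 800 uM solution, and hydrolysis was followed at 480 nm.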
AMA1 RON2 block = disrupts binding of P. falciparum AMA1 to RON2; AlphaScreen AMA1-biotinylated RON2 peptide binding; Potency, µM (titrated, usually from 58.2 µM), for inactives: at the top dose activity change, negative = inhibition, usual class: inhibitors; actives 0.2% (n = 360,000); AID 720542;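 note: potency is the fitted concentration of half-maximal effect; 0% = vehicle wells and -100% = peptide control; nearly all actives have a fitted effect of over 45% in size; some results filed as inactive show a strong effect at the top dose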
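AMA1 (3D7) with his tag at 25 nM final met compounds first, then biotinylated RON2 peptide at 25 nM; detection used donor plus acceptor beads, 10 µg/mL apiece, read by AlphaScreen after 30 min at room temperature.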
LmPK inhibitor = LmPK (Leishmania mexicana) enzyme inhibition | AID 1721 | Potency, µM (titrated, usually from 57.5 µM), for inactives: at the highest dose activity change, negative = inhibition, hits mostly inhibitors | Q27686 | purified LmPK, Kinase-Glo ATP luminescence, 1 h | actives 0.37% (n = 290,000); note: potency is the fitted concentration of half-maximal effect
Target sequence (Q27686 whole entry, looked up): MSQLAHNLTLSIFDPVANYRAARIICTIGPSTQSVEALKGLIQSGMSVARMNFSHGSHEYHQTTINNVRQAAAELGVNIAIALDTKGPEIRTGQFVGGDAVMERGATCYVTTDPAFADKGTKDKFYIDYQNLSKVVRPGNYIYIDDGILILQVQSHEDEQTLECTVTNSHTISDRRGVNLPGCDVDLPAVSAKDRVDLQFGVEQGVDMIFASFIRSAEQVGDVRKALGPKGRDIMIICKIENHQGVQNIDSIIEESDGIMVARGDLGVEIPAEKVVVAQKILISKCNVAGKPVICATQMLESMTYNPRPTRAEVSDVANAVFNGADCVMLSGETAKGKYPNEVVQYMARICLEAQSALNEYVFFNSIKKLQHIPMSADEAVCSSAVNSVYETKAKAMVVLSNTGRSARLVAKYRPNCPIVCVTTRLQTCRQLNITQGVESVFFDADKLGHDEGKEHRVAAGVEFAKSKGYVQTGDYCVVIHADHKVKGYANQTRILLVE
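Pyruvate kinase activity monitored as ATP production (luciferase luminescence). Conditions: 0.1 nM enzyme, 0.5 mM PEP, 0.1 mM ADP, 1 h, RT; normalized against uninhibited and no-enzyme wells.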
HCV inhibitor = inhibitors of hepatitis C virus infection | Huh7.5.1 HCVcc-Cre infection, luciferase reporter, 44 h | AID 651820 | actives 3.4% (n = 340,000) | Potency, µM (doses to about 41.8 µM), for inactives: top-dose activity change, negative = inhibition, hits mostly inhibitors; note: potency is the fitted concentration of half-maximal effect
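Infectious HCVcc-Cre (~0.5 moi) was added to cells just after compound, with cells seeded 4 h earlier at 1,000 per well. Luciferase activity after 44 h culture reported infection; substrate was incubated 15 min at room temperature before reading.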
HCMV inh = human cytomegalovirus inhibition; actives 4.5% (n = 410,000); activity change, negative = inhibition, % at 57.5 µM; HFF cells, HCMV-luciferase reporter, 72 h; active compounds read low; in the data active = activity change below about -60%; inconclusive = no clear call, values can overlap the other calls; inactive = above about -39%
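Two compound doses tested in HFFs infected with HCMV-luciferase, MOI 1 PFU/cell, 72 h at 37C. Lysate luminescence read with OneGlo; data normalized against buffer-only and 10uM Salinomycin inhibitor controls.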
TbPYK inhibitor = T. brucei pyruvate kinase inhibition. TbPYK enzyme, Kinase-Glo Plus ATP luminescence, 45 min. actives 0.12% (n = 410,000). Q57TT1. AID 624173. Potency, µM (top dose mostly 76.8 µM), inactives show at the top dose activity, negative = inhibition, hits mostly inhibitors; note: potency is the fitted concentration of half-maximal effect; nearly all actives have a fitted effect of over 50% in size
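ADP (130 uM final) triggers the TbPYK reaction after compound addition; incubation is 45 min at room temperature. Kinase-Glo Plus is then added and luminescence imaged. Normalized data are fitted to concentration-effect curves.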
* hit, by the source's call; ? = inconclusive; / = no result given; [ ] = another dose, or the depositor's remark. Unless noted, calls come from the whole dose curve; as a rule, active = well fitted curve in the direction sought with a large enough effect; inconclusive = small, poorly fitted or top-dose-only effect, or another doubt; inactive = no such curve, though single readings can be large; an effect the other way counts as inactive or inconclusive. Unless noted, % is set by controls: 0 for no effect and ±100 for the full control effect. This is a random part of the collection (roughly 7.5% active in at least one column).

Structure | AmpC inh no detg | AmpC detergent | AMA1 RON2 block | LmPK inhibitor | HCV inhibitor | HCMV inh | TbPYK inhibitor
Cc1noc(C)c1CSCC(=O)N(CC(C)C)c1c(N)n(Cc2ccccc2)c(=O)[nH]c1=O | -37% | -2% | 11% | / | 12% | 3 | -7%
O=C(Nc1ccncc1)C1CCN(S(=O)(=O)c2cccs2)CC1 | -19% | -7% | -2% | 4% | 11% | 1 | -3%
Cc1cccc(C)c1N1C(=O)C(Cl)=C(N2CCCC2)C1=O | -1% | -5% | 61%[activator] | -1% | 8% | -9 | -1%
O=C(NC1CCCCC1)c1ccc([N+](=O)[O-])cc1 | / | / | -4% | / | 8% | 14 | -6%
O=C(O)CC1Sc2nc3ccccc3n2C1=O (stereo not drawn) | -13% | ? | 3% | 6% | -10% | -8 | -9%
CCOC(=O)N1CCC(Nc2c(NCCCN(C)Cc3ccccc3)c(=O)c2=O)CC1 | -9% | -10% | 10% | 1% | 6% | ? | 2%
CSc1ccccc1OCc1cc(C(=O)N2CCN(C)C(c3ccccc3)C2)no1 (stereo not drawn) | / | / | 13% | / | ? | -31 | 6%
CCC(C)N(C(=O)CSc1nc(-c2ccccc2)cs1)C1CCS(=O)(=O)C1 (stereo not drawn) | 82%[activator] | 4% | -1% | 1% | -25% | -2 | 3%
COc1ccc(-c2ccc3c(c2)S(=O)(=O)c2cccc(C(=O)N4CCN(c5ccccn5)CC4)c2C3=O)cc1OC | / | / | -7% | / | / | -2 | -3%
CCCn1nnc(NC(=O)c2ccc3c(c2)OCO3)n1 | -12% | -13% | 15% | -15% | 7% | 34 | -6%
COc1ccc(CCCC(=O)N/N=C/c2ccc(C)cc2)cc1 | -12% | -2% | 10% | -5% | -2% | -6 | 1%
COc1ccc(C)cc1S(=O)(=O)N1CCN(C(=O)c2ncoc2-c2ccc(C)cc2)CC1 | 117%[activator] | -1% | 5% | -2% | -10% | -70* | 1%
CCCCCc1c(C)nc(Nc2ccccc2)[nH]c1=O | -7% | 2% | 0% | 0% | -12% | ? | 1%
O=C1C2C3C=CC(C3)C2C(=O)N1CCN1CCN(S(=O)(=O)/C=C/c2ccccc2)CC1 (stereo not drawn) | 100%[activator] | -8% | -3% | 1% | -24% | 11 | 0%
O=C(CN1CCOc2ccccc21)N1CCC(Cc2ccccc2)CC1 | / | / | ? | / | -27% | -3 | -5%
Cn1c(SCC(=O)NCC2CCCO2)nnc1-c1ccc(Cl)cc1 (stereo not drawn) | -2% | 4% | 7% | / | 7% | 0 | 2%
CCOc1ccccc1CNC(=O)C1CCN(Cc2cc3ccccc3n2Cc2ccccc2)CC1 | / | 9% | / | / | / | 14 | -7%
CSc1nccc(Oc2cccc(C#N)c2)n1 | -9% | -8% | -4% | -2% | 2% | -61* | 1%
Cc1ccc2nc(SCC(=O)c3ccc4c(c3)OCO4)[nH]c2c1 | -48% | 3% | 37%[activator] | 7% | -32% | -7 | 5%
CCC(=O)Nc1nc2ccccc2n1Cc1ccc(Cl)cc1 | 9% | 2% | 108%[activator] | 3% | ? | -76* | -3%
CCOC(=O)c1cc(-c2ccc(Cl)cc2)nc2onc(C)c12 | -27% | 1% | / | 0% | / | / | /
O=C(COC(=O)Cn1cc(C(F)(F)F)ccc1=O)NCc1ccccc1 | -8% | -8% | 4% | / | 16% | 4 | -3%
CCOc1ccc(-c2cncc3nccn23)cc1 | / | / | -9% | / | / | ? | -3%
CN1OC[C@@H]2CN(Cc3cc(Cl)cc(Cl)c3)[C@H](c3cccc(-c4ccc(C#N)cc4)c3)C[C@@H]21 | / | / | -16% | / | / | -5 | -5%
CNS(=O)(=O)c1ccc2ccccc2c1 | -10% | -8% | 0% | -3% | 13% | -25 | -4%
CCOc1ccccc1N1CCN(C(=S)NCc2ccccc2)CC1 | 19% | 1% | 9% | 5% | 13% | -88* | -1%
COC(=O)c1sccc1-n1cccc1C(=O)C(=O)N1CCOCC1 | 3% | 3% | 0% | -3% | 6% | 66 | -21%
CSc1cccc(N2CC(C(=O)N3CCN(S(=O)(=O)c4ccccc4Cl)CC3)CC2=O)c1 (stereo not drawn) | 30% | / | -1% | / | ? | 0 | -10%
O=C(Nc1ccccc1-c1nc2ccccc2s1)c1cccnc1 | -14% | 0% | 3% | 5% | ? | -8 | 6%
Cc1ccc2oc(C(=O)N(Cc3cccc(F)c3)C3CCS(=O)(=O)C3)c(C)c2c1 (stereo not drawn) | / | 16% | / | / | / | 12 | 0%
CN(Cc1ccccc1)C(=O)COC(=O)/C=C/c1ccc2c(c1)OCO2 | -16% | / | -1%[11.6 µM] | / | -6% | -2 | 1%
O=C/C(=C\Nc1ccccn1)c1nc2cc(Cl)ccc2o1 | -24% | 7% | 77%[activator] | 3% | -28% | 6 | -6%
Cc1cc(C)n(-c2ccc(C(=O)OC(C)C)cc2)n1 | 26% | -11% | -4% | -6% | 1% | -15 | 7%
COc1cccc(C2CC(=O)N3CN(C4CCCCC4)CSC3=C2C#N)c1 (stereo not drawn) | / | 1% | / | / | / | 6 | ?
Cc1ccc(-c2nc3c(cnn3-c3ccccc3)c(=O)o2)cc1 | -27% | -7% | 10% | -4% | 18% | 28 | 4%
Cc1ccc(N(C(=O)c2ccncc2)C2C=CS(=O)(=O)C2)cc1 (stereo not drawn) | -8% | -12% | 9% | -1% | 7% | 2 | -2%
CCOc1ccc(S(=O)(=O)Nc2ccc(C(=O)N/N=C(\C)c3ccc(-n4ccnc4)cc3)cc2)cc1 | -22% | ? | 100%[activator] | 9% | -14% | 45 | -3%
O=c1c2ccccc2nc(SCc2cc([N+](=O)[O-])cc3c2OCOC3)n1-c1ccccc1 | -27% | -15% | 6%[2.32 µM] | 1% | 10% | 47 | 4%
COc1ccc(CCNC(=O)C2CCC(CNS(=O)(=O)c3ccc(F)cc3)CC2)cc1OC (stereo not drawn) | 50% | -3% | 3% | -2% | -12% | -18 | -3%
O=P(c1ccccc1)(c1nc2ccccc2s1)N1CCOCC1 (stereo not drawn) | -7% | -2% | 19% | 0% | 2% | -14 | -1%
CCO[C@@H]1OC(C(=O)NC2CC2)=C[C@H](C(C)(C)C)[C@H]1CCCO | 5% | 4% | 9% | -4% | -6% | 21 | 4%
CCn1c(=O)c(C(=O)NCc2ccc(Cl)cc2)c(O)c2ccccc21 | -7% | ? | 4% | 0% | 9% | 15 | -1%
Cc1ccccc1OCC(=O)NNC(=O)Cn1[nH]c(=O)c2ccccc2c1=O | -20% | / | 78%[activator] | / | 7% | 43 | 2%
COc1ccc(-c2nc3ccc(Cl)cn3c2Cc2ccsc2)cc1OC | / | / | -4% | / | / | -16 | 1%
Cc1nc(-c2ccccc2)sc1CCNC(=O)c1ccco1 | / | 2% | / | / | / | 8 | -5%
COc1ccc(N(CC(=O)NCCSCc2ccco2)S(=O)(=O)c2ccccc2)cc1OC | 10% | -6% | -20% | -16% | -2% | -17 | -1%
Cc1ccc(CNC(=O)C(=O)NCC(c2ccco2)S(=O)(=O)c2ccccc2)cc1 (stereo not drawn) | / | 1% | / | / | / | ? | -4%[15.4 µM]
Cc1cc(C(F)(F)F)n(-c2nc(C(=O)O)cs2)n1 | -13% | 6% | -2% | 4% | -17% | ? | -25%
CNc1nc(NCCCN2CCCC2=O)c2sccc2n1 | / | / | 7% | / | / | 2 | -2%
Cc1ccc(CCNc2nc3c(S(=O)(=O)c4ccc(C)cc4)nnn3c3ccsc23)cc1 | / | 11% | / | / | / | 32 | 4%
Cc1c(NC(=O)CSc2ccccn2)c(=O)n(-c2ccccc2)n1C | -12% | -1% | -11% | 8% | 4% | 40 | 4%
Cc1nnc(NC(=O)CSc2nccn2-c2cccc(C)c2C)s1 | -7% | -4% | 2% | -5% | ? | -17 | -2%
CCOC(=O)c1cnc2c(cnn2C)c1NCc1ccc(OC)cc1 | 34% | 1% | 0% | -8% | -29% | -21 | 1%
Cc1cccc2sc(NC(=O)CN3C(=O)c4ccccc4C3=O)nc12 | -27% | ? | 0% | -4% | 10% | 14 | -8%
CCOc1ccc(NC(=O)[C@@H](NC(=O)c2ccccc2)[C@@H](C)CC)cc1 | -40% | -16% | 0% | -8% | ? | 16 | -3%
Cc1ccc(NC(=O)C2CC(=O)NC(N3CCc4ccccc43)=N2)cc1 (stereo not drawn) | -17% | 2% | ? | 2% | 17% | -12 | -7%
COc1cccc(CN(C(=O)COc2ccc(Cl)c(C)c2)C2CCS(=O)(=O)C2)c1 (stereo not drawn) | / | 13% | / | / | / | -9 | -3%
CCCCOc1ccccc1NC(=O)Cn1c(-c2nonc2N)nc2ccccc21 | ? | ? | 6% | 2% | ? | -78* | 4%
Nc1nc2n(n1)C(=O)CC(c1ccc(Cl)cc1)N2 (stereo not drawn) | -22% | 1% | -2% | -19% | 25% | -1 | 4%
COc1ccc(NC2=C(Cl)C(=O)N(CCc3ccccc3)C2=O)c(OC)c1 | 5% | -2% | ? | -3% | -10% | 6 | -5%

Molecules from the list above that have a COOH group:
Structure | AmpC inh no detg | AmpC detergent | AMA1 RON2 block | LmPK inhibitor | HCV inhibitor | HCMV inh | TbPYK inhibitor
O=C(O)CC1Sc2nc3ccccc3n2C1=O (stereo not drawn) | -13% | ? | 3% | 6% | -10% | -8 | -9%
Cc1cc(C(F)(F)F)n(-c2nc(C(=O)O)cs2)n1 | -13% | 6% | -2% | 4% | -17% | ? | -25%

Other compounds follow:
Structure | AmpC inh no detg | AmpC detergent | AMA1 RON2 block | LmPK inhibitor | HCV inhibitor | HCMV inh | TbPYK inhibitor
O=C1NC(=S)NC(=O)C1Nc1ccc(Cl)cc1 | / | / | 0% | / | -23% | 0 | -22%
CC(c1nccs1)N(C)C(=O)c1ccc(OC2CCN(CCc3ccccc3)CC2)cc1 (stereo not drawn) | 65%[activator] | -6% | 3% | -3% | -24% | 10 | 1%
CCn1nccc1C(=O)Nc1ccc(C(=O)OC(C)C)cc1 | 2% | ? | -3% | -2% | ? | -12 | -14%
COCCNC(=O)[C@H](C)[C@H]1C[C@]1(C)[C@H](NC(=O)OCc1ccccc1)c1ccccc1 | 218%[activator] | -1% | -1% | 4% | -20% | -13 | 3%
Cc1ccccc1NC(=O)c1ccc(Cn2cc([N+](=O)[O-])cn2)o1 | -2% | -7% | 14% | -3% | 15% | 83 | 9%
CC(C)(C)c1cc(NCCCn2ccnc2)n2ncc(-c3ccccc3)c2n1 | 186%[activator] | 11% | 52%[activator] | 1% | ? | -26 | -1%
CC1(C(=O)NS(=O)(=O)c2ccccc2)CCN1C(=O)CCc1ccccc1 (stereo not drawn) | / | / | 12% | / | / | 7 | 1%
